# pAkt inh: HTS Assay for Inhibitors of Akt Phophorylation: Primary Screen; Neuro2A IGF-stimulated pAkt S473 HTRF, 20 min; active compounds read low; activity change, % for hits at 50 µM; hit rate 0.32% among 360,000; AID 651550, 2012; in the data active = activity change below about -80%; inconclusive = mostly about -51% to -80%; also: % is scaled to controls: 0 for no effect and ±100 for the full control effect
#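 Single-point screen (50 µM final compound) in Neuro2A cells stimulated 20 min with 6 nM IGF at 37 deg C. After lysis, Ser473-phosphorylated Akt read by HTRF (ex 330 nm, em 615/665 nm) as the 665/615 ratio.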
# EPAC2 antag: qHTS for Antagonist of cAMP-regulated guanine nucleotide exchange factor 2 (EPAC2): primary screen; EPAC2 GEF exchange of Rap1B-BODIPY-GDP, fluorescence; Potency, µM (doses to about 114 µM), inactives show top-dose activity, negative = inhibition, hits mostly inhibitors; hit rate 0.18% among 360,000; also: potency is read from the fitted curve at half-maximal effect; % is scaled to controls: 0 for no effect and ±100 for the full control effect; nearly all actives have a fitted effect of over 45% in size; many of its hits are not listed in these tables
# Target sequence (Q8WZA2 whole entry, looked up): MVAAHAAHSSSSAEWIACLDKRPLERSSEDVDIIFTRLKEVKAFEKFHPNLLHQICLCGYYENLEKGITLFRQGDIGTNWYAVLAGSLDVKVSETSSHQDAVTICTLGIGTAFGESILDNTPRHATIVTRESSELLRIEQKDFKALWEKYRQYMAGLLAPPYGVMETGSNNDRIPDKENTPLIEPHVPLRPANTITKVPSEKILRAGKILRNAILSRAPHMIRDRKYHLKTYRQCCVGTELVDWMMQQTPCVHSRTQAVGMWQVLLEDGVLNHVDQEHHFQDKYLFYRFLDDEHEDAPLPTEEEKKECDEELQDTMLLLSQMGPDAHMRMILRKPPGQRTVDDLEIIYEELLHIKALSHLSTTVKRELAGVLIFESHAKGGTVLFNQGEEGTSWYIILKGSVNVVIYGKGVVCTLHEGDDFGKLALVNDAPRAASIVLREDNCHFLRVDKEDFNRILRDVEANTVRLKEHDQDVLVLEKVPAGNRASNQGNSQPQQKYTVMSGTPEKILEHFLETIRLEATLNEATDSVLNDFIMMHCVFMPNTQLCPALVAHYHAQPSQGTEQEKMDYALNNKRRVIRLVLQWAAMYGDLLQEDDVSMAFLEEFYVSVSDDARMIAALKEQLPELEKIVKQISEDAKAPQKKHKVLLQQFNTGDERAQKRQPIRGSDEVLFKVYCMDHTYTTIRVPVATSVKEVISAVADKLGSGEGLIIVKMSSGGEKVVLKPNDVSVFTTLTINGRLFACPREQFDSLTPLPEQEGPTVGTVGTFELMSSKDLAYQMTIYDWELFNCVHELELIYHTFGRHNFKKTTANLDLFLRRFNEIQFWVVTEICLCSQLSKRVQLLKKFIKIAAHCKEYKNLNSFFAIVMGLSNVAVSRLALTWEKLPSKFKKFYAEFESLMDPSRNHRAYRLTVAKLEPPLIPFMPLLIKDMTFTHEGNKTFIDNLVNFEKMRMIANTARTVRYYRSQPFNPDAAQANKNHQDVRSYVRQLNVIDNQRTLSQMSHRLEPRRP
# Nrf2 activator: qHTS of Nrf2 Activators. AID 624171, 2012. AREc32 ARE-luciferase reporter (MCF7-derived line), luminescence, 24 h. Potency, µM (titrated, usually from 46.1 µM), for the others: at the highest dose activation, usual class: activators. hit rate 0.31% among 410,000; also: potency is read from the fitted curve at half-maximal effect; % of control where 0% means no effect; nearly all actives have a fitted effect of over 65% in size
#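 Luminescent ARE reporter assay in AREc32_Fluc cells: overnight plating at 37 deg C, 24 hr compound incubation, Steady-Glo added, 30 min RT before reading.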
# EPAC2 ag: qHTS for Agonist of cAMP-regulated guanine nucleotide exchange factor 4 (EPAC2): primary screen. hit rate 0.079% among 360,000. EPAC2 activation, biochemical qHTS; response scale: 100% = 6.5 mM cAMP response. Potency, µM (highest dose often 154 µM), without a hit: at the top dose activation, hits mostly activators; also: potency is read from the fitted curve at half-maximal effect; nearly all actives have a fitted effect of over 50% in size
#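 Readout is BODIPY fluorescence (480 nm excitation, 540 nm emission), which falls as labeled GDP is exchanged off Rap1B. EPAC2 at 100 nM acted on 250 nM RAP1B-BODIPY-GDP with 50 uM GDP present.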
# MmCpn inh: Inhibitors of TCP-1 ring complex (TRiC) of Methanococcus maripaludis (MmCpn): qHTS; Chaperonin Mm-Cpn (Methanococcus maripaludis); Potency, µM (series often up to 76.9 µM), for the others: at the highest dose activity, negative = inhibition, actives largely listed as inhibitors; purified Mm-Cpn ATPase, ADP Transcreener TR-FRET; hit rate 0.031% among 330,000; also: potency is read from the fitted curve at half-maximal effect; % is scaled to controls: 0 for no effect and ±100 for the full control effect; nearly all actives have a fitted effect of over 80% in size
#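 Purified archaeal chaperonin (25 nM final) was preincubated with compound for 10 min at 37°C, then ATP (10 uM final) was added for 30 min at 37°C in Tris pH 7.4/KCl/MgCl2/DTT buffer. ADP was quantified by HTRF Transcreener TR-FRET.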
# TGFb inhibitor: qHTS for Inhibitors of TGF-b; AID 588855, 2011; hit rate 1.2% among 410,000; Potency, µM (titrated, usually from 46.1 µM), for the others: top-dose activity, negative = inhibition, most hits filed as inhibitors; HepG2 CAGA-GFP TGF-b/SMAD3 reporter, GFP fluorescence, 18 h; TGF-beta stimulated, 500 pg/mL final; also: potency is read from the fitted curve at half-maximal effect; % is scaled to controls: 0 for no effect and ±100 for the full control effect; nearly all actives have a fitted effect of over 65% in size
#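 First, reporter cells (HEPG2 CAGA-GFP) rested 2 h at 37 degrees C. Next, compounds were pinned in and TGF-beta added to 500 pg/mL final. After 18 h, GFP was imaged per cell and summed per well.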
# A549 viability: Nrf2 qHTS screen for inhibitors: counterscreen for cytotoxicity; Potency, µM (titrated, usually from 46 µM), inactives show top-dose activity change, negative = cytotoxicity, hits mostly inhibitors; A549 ARE-Fluc cells, CellTiter-Fluor viability, 18-24 h; hit rate 0.16% among 390,000; also: potency is read from the fitted curve at half-maximal effect; % is scaled to controls: 0 for no effect and ±100 for the full control effect
#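 A549 ARE-Fluc cells in 5% FBS OPTI-MEM, 5000 cells/well, rested 2 h then exposed to compounds in concentration-response for 18-24 h at 37 °C. Viability by CellTiter-Fluor fluorescence (Ex 405/Em 525) after 30 min; luciferase luminescence (BugLite, 15 min, RT) read afterwards.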
# Nrf2 block: Nrf2 qHTS screen for inhibitors; hit rate 2.1% among 360,000; A549 ARE-Fluc reporter, luciferase luminescence, 18-24 h; Potency, µM (series often up to 46 µM), inactives show at the highest dose activity change, negative = inhibition, most hits filed as inhibitors; also: potency is read from the fitted curve at half-maximal effect; % is scaled to controls: 0 for no effect and ±100 for the full control effect; nearly all actives have a fitted effect of over 60% in size
#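 In this cell-based qHTS, ARE-driven firefly luciferase in A549 cells reports Nrf2 activity; the luminescent signal after BugLite lysis is the measured value, with a prior CellTiter-Fluor read for cell health.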
# CCT chaperon mod: High-Throughput Screening for Modulators of Cytosolic Chaperonin Activity. hit rate 0.3% among 360,000. AID 651819, 2012. purified chaperonin ATPase assay, HTRF ADP detection, 30 min. activity change, % (no concentration beside the values), hits read low; in the data active = activity change below about -30%; also: % is scaled to controls: 0 for no effect and ±100 for the full control effect
#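 We incubate TRiC, 40 or 20 nM final, with library compounds at 76 uM and 10 uM ATP for 30 min at 37 °C. ADP formed is detected with Transcreener HTRF reagents after 30 min at room temperature.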
# Numbers without * were called inactive; i = inactive; ? = inconclusive; nt = no result given; [ ] = another dose, or the depositor's remark. Unless noted, calls follow the shape of the dose curve; as a rule, active = well fitted curve in the direction sought with a large enough effect; inconclusive = small, poorly fitted or top-dose-only effect, or another doubt; inactive = no such curve, though single readings can be large; an effect the other way counts as inactive or inconclusive. Some of the compounds tested; rates above refer to the full screens.
structure | CCT chaperon mod | pAkt inh | A549 viability | MmCpn inh | Nrf2 block | TGFb inhibitor | EPAC2 ag | EPAC2 antag | Nrf2 activator
CCOc1ccc(NC(=O)Cn2c(=O)n(Cc3nc(-c4ccccc4)no3)c(=O)c3ccccc32)cc1 | nt | nt | 6% | nt | -6% | ? | nt | nt | -0.7%
CCc1ccc(-c2csc(NC(=O)C3=COCCO3)n2)cc1 | 1.2 | i | -8% | -3% | ? | ? | -2% | -25% | 7.8%
COC(=O)c1cc(C#N)c(Oc2ccc(OC)cc2)nc1C | -2.3 | i | 3% | 1% | nt | 11% | 21% | 2% | -0.6%
Cc1[nH]nc2c1C(c1cnn(C)c1)C(C#N)=C(N)O2 (configuration not stated) | -3.4 | i | -1% | 1% | ? | 6% | 5% | 5% | 3.8%
O=Cc1cn(CCC(=O)O)nc1-c1cccc2ccccc12 | -1.3 | i | 3% | 0% | -17% | -7% | 8% | 5% | -2.2%
Cc1ccc(C(=O)Nc2ccc(S(=O)(=O)NCc3ccco3)cc2)cc1 | -2.2 | i | -2% | 3% | 14% | -2% | 10% | 3% | 3.6%
COCCCNC(=O)CN(Cc1ccccc1)S(=O)(=O)c1ccccc1 | 0.8 | i | 13% | 1% | 5% | 2% | 4% | 4% | 3.8%
CCCCCCC[C@@H](C/C=C/CCC(=O)O)OC | -1.9 | i | -2% | 1% | -4% | -1% | -4% | -20% | 6.7%
Cc1cc(C)nc(N2C(=O)CC(Cc3ccccc3)C2=O)n1 (configuration not stated) | 0.3 | i | -9% | -1% | -3% | -3% | 13% | -1% | -0.4%
CC(=O)Nc1cccc(NC(=O)CSc2nc3ccccc3o2)c1 | 1.2 | i | -1% | 1% | 4% | -8% | 6% | 3% | 4.3%
CCCOc1ccc(/C(O)=C2/C(=O)C(=O)N(CCCOC)C2c2ccncc2)cc1 (configuration not stated) | 0.5 | i | -2% | -4% | -5% | 18% | 5% | -3% | -0.9%
O=C(CCN1CCCCC1)Nc1cccc(Cl)c1 | -1.7 | i | -3% | 0% | 18% | 40%[activator] | -3% | 2% | 0.1%
Cc1nn(Cc2ccccc2)c(Cl)c1/C=C/C(=O)OC(C(=O)NC(N)=O)C(C)C (configuration not stated) | 1.0 | i | -10% | 0% | ? | -20% | -3% | 6% | 2.2%
Cc1ccc(-c2cnc(C(O)c3ccc(Cl)c(Cl)c3)[nH]2)cc1 (configuration not stated) | -0.6 | i | nt | nt | nt | ? | 13% | -11% | -0.9%[9.22 µM]
CCCOc1ccc(C2c3c(-c4ccccc4O)n[nH]c3C(=O)N2CCc2ccccc2)cc1OCC (configuration not stated) | nt | nt | -2% | nt | 22% | 11µM* | nt | nt | 0.2%
C=CCNC1=C(Cl)C(=O)N(c2cccc(Cl)c2Cl)C1=O | 0.6 | i | 0% | 1% | nt | -6% | 18% | -15% | 2.8%
O=C(COC(=O)Cc1c[nH]c2ccccc12)NC1CCS(=O)(=O)C1 (configuration not stated) | 1.0 | i | 2% | -1% | ? | 0% | -2% | 2% | 0.2%
O=C1CCCCC1(c1ccccc1)c1ccccc1 | -0.2 | i | 11% | nt | 3% | ? | 8% | 16% | -0.8%
O=[N+]([O-])c1cn(-c2nc(-c3ccco3)cc(C(F)(F)F)n2)cn1 | 1.8 | i | -6% | 1% | ? | -1% | 3% | 5% | 0.4%
CCN(CC(=O)Nc1ccc(NC(C)=O)cc1)C(=O)c1cccc(S(=O)(=O)N2CCCC2)c1 | 0.1 | i | -3% | 2% | -3% | -6% | 7% | 6% | -0.6%
CC(C)c1ccc(CC(NC(=O)c2ccccc2)C(=O)NCC(=O)O)cc1 (configuration not stated) | 1.8 | i | -12% | -10% | 4% | -4% | 4% | 13% | 0.4%
CC(C(=O)N1CCN(C(=O)c2ccco2)CC1)n1sc2ccccc2c1=O (configuration not stated) | 0.0 | i | -5% | -2% | 11% | -2% | -10% | -2% | -0.2%
O=C(COC(=O)c1ccc(Cl)nc1)NC(=O)c1ccc(OC(F)F)cc1 | 0.0 | i | 1% | ? | -15% | -12% | 6% | 0% | 2.3%
COc1c(C(=O)Nc2c(C)n(C)n(-c3ccccc3)c2=O)ccc2ccccc12 | 1.0 | i | -3% | 3% | -12% | 1% | 11% | -3% | 0.0%
Cc1ccc(-c2nc3ccccc3c(=O)n2N)cc1 | -2.0 | i | -6% | 1% | 9% | 23% | 1% | 10% | 6.4%
C/C(=N\NC(=O)CSCc1ccc([N+](=O)[O-])cc1)c1ccccc1O | -1.5 | i | -6% | 0% | ? | ? | 9% | 0% | -0.7%
C=CCOc1ccc(CNc2ccc3[nH]c(=O)[nH]c3c2)cc1 | -0.2 | i | -4% | -6% | -2% | 0% | -8% | 4% | 3.4%
CN(C)C(CNC(=O)CNC(=O)c1ccc2ccccc2c1)c1ccccc1 (configuration not stated) | 0.8 | i | -6% | -23% | ? | 13% | 6% | 0% | 0.2%
CC(=O)NS(=O)(=O)c1ccc(N=c2ssc3c2-c2cc(C)c(C)cc2NC3(C)C)cc1 | -4.2 | i | -19% | -1% | ? | -22% | 8% | -22% | 0.2%
Cc1csc(NC(=O)c2cn3ccccc3n2)n1 | 1.4 | i | -9% | -1% | ? | 0% | -2% | 1% | -2.5%
COc1ccc(C(=O)CC2(O)C(=O)N(Cc3cccc(C(F)(F)F)c3)c3ccccc32)cc1 (configuration not stated) | nt | nt | -11% | nt | ? | ? | nt | nt | 0.0%
COC(=O)c1cnn(-c2nc(-c3ccccc3)cs2)c1N | -0.2 | i | ? | -11% | ? | 1% | 1% | 11% | 3.2%
CC(C)N(C(=S)Nc1cc(S(=O)(=O)N2CCOCC2)ccc1Cl)c1ccccc1 | -0.7 | i | -8% | 1% | -4% | -5% | -2% | 10% | 0.0%
Cc1ccc(OCC(=O)NC(=S)Nc2cccc(NC(=O)c3ccccc3)c2)cc1 | -0.8 | i | -8% | 0% | -18% | ? | 1% | -1% | -0.9%
COc1cccc(CNc2ncn[nH]2)c1OCc1ccc(F)cc1 | -5.3 | i | -7% | 1% | 1% | 8% | -11% | -8% | 0.0%
Cc1nnc(SC(C)C(=O)NCC2CCCO2)s1 (configuration not stated) | 0.5 | i | 0% | 2% | 10% | 1% | -12% | 5% | -0.2%
O=C(Nc1cccc(NC(=O)c2ccccc2[N+](=O)[O-])n1)c1ccccc1[N+](=O)[O-] | 0.3 | i | -4% | 0% | -6% | 9% | -3% | 3% | 3.1%
O=C1C(C=NCc2ccco2)=C(O)c2ccccc21 | 0.3 | i | -8% | -1% | ? | 24% | 15% | -7% | ?
CCn1c(SCC(=O)Nc2ccccc2)nnc1C1CCCCC1 | -0.3 | i | -4% | 1% | -2% | 12% | 4% | -5% | -0.2%
CCn1c(-c2sc(-c3ccccc3)nc2C)n[nH]c1=S | -2.6 | i | 0% | 1% | ? | 3% | -14% | -16% | 30%
O=C(CNC(=O)c1ccccc1F)OCC(=O)c1ccc(Cl)s1 | -1.1 | i | -3% | -10% | -1% | 0% | 4% | -3% | -0.4%
CS(=O)(=O)c1cccc(C(=O)OCCCC(=O)c2ccccc2)c1 | -2.0 | i | 1% | 0% | 7% | 34%[activator] | 8% | 5% | 4.9%
COc1cccc(-c2nc(SCC(=O)NCC3CCCO3)c(-c3ccc(F)cc3)[nH]2)c1 (configuration not stated) | nt | nt | -4% | nt | -9% | -13% | nt | nt | 4.9%
O=C(CSc1nnnn1C1CCCCC1)N1CCc2ccccc21 | 0.7 | i | -1% | -2% | 12% | -1% | -14% | 14% | 0.7%
CC(=O)c1ccc(N2CCN(C(=O)c3nn(C)c4c3CS(=O)(=O)c3ccccc3-4)CC2)cc1 | -0.2 | i | -3% | 0% | ? | 3% | -1% | -1% | -0.2%
CN1CCc2nc3sc(C(=O)NCc4ccccc4)c(N)c3cc2C1 | -0.8 | i | -5% | -8% | -15% | 0% | 1% | 4% | -0.2%
CC1=CC(C)C(COC(=O)CN2CCCCC2)C(C)C1 (configuration not stated) | 0.9 | i | -6% | -2% | 0% | ? | -1% | 4% | -0.2%
COCCNC(=O)C(=O)Nc1cccc(Br)c1 | -2.5 | i | 7% | -1% | 5% | -1% | -1% | 0% | -0.6%
COc1ccc(NC(=O)c2ccc3ccccc3n2)cc1S(=O)(=O)Nc1ccccc1Cl | -3.8 | i | -12% | -1% | -15% | -15% | 11% | 14% | 0.6%
CCCc1cc(=O)[nH]c(SCC(=O)c2cc(C)n(CCC)c2C)n1 | 1.2 | i | 3% | -3% | nt | 0% | 4% | 6% | 0.7%
CCCCn1c(=N)n(CCOc2ccc(C)cc2)c2ccccc21 | -0.1 | i | 3% | 1% | 5% | ? | 1% | 6% | 4.8%
CCc1ccccc1Oc1nc(NCCOC)nc2cc(-c3ccccc3)sc12 | 1.4 | i | nt | nt | nt | -7% | 0% | -11% | 0.4%[9.22 µM]
CC1CC(C)CN(c2oc(-c3ccco3)nc2C#N)C1 (configuration not stated) | 1.3 | i | 0% | -2% | 1% | 0% | -4% | 1% | ?

# Arranged by number of heavy atoms (largest number first): three of the compounds above
structure | CCT chaperon mod | pAkt inh | A549 viability | MmCpn inh | Nrf2 block | TGFb inhibitor | EPAC2 ag | EPAC2 antag | Nrf2 activator
CC(C)N(C(=S)Nc1cc(S(=O)(=O)N2CCOCC2)ccc1Cl)c1ccccc1 | -0.7 | i | -8% | 1% | -4% | -5% | -2% | 10% | 0.0%
O=C(CSc1nnnn1C1CCCCC1)N1CCc2ccccc21 | 0.7 | i | -1% | -2% | 12% | -1% | -14% | 14% | 0.7%
CC1CC(C)CN(c2oc(-c3ccco3)nc2C#N)C1 (configuration not stated) | 1.3 | i | 0% | -2% | 1% | 0% | -4% | 1% | ?
